Screening results (PubChem)
HTRA1 inhibitor: HTRA1 serine protease inhibitors, primary screen, biochemical, fluorescence polarization, HTS; Q92743; recombinant HTRA1, FP-rhodamine activity-based probe; inhibition, % at 5.96 µM; hit rate 0.5% among 340,000; in the data active = inhibition above about 36%;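 note: 0% = enzyme with DMSO and 100% = wells lacking enzyme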
Target sequence (Q92743 whole entry, looked up): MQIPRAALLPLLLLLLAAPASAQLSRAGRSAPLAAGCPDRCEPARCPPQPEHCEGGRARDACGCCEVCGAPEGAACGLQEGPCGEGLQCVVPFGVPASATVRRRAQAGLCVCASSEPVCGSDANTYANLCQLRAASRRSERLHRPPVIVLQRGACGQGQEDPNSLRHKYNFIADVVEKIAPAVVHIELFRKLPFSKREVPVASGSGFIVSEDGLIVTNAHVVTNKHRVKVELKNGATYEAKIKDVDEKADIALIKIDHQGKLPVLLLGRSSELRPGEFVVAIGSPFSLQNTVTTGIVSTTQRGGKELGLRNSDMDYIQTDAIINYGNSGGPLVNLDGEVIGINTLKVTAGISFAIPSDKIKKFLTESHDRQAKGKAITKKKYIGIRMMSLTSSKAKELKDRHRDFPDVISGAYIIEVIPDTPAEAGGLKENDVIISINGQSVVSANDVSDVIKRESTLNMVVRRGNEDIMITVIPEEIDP
* = called active by the depositor. Only part of the results is shown; count on the stated rates, not on these rows.

HTRA1 inhibitor	molecule
-15	COC(=O)c1ccc(/C=C/C(=O)c2ccc(OC)c(OC)c2)cc1
24	COc1ccc(C=Nc2cccnc2N)cc1
-2	C#CC(C)(O)C1CC(CC(=O)O)C1(C)C (stereo unspecified)
-38	C[C@@]12C(=O)Nc3ccc(Br)cc3C(=O)N1[C@H]1c3ccccc3OC[C@@H]1[C@@H]2c1ccccc1
4	Cc1c[nH]c2ccccc12
-35	COc1ccc(C[C@@H]2OC3(C=CC(=O)C=C3)O[C@H]2Cc2ccc(OC)cc2)cc1
4	Cc1ccc(S(=O)(=O)NC(=NC2CCCCC2)c2ccc(Cl)cc2)cc1
-12	OC(COCC(F)(F)C(F)(F)C(F)(F)C(F)F)Cn1c2ccc(Cl)cc2c2cc(Cl)ccc21 (stereo unspecified)
-1	O=C(Nc1ccccn1)c1cc2ccccc2cc1O
17	COC(=O)C1=C(CSc2nc3c(cc2C#N)CN(C)CC3)OC(N)=C(C#N)C1c1ccccc1F (stereo unspecified)
-7	CC(=O)Nc1ccc(S(=O)(=O)Nc2cc(C)cn(Cc3ccccc3)c2=O)cc1
-39	C#CCOCCOCCOCCNc1nc(N2CCN(C(=O)CCCCCCCCCCNC(=O)Cn3cc(CCCCCN)nn3)CC2)nc(N2CCN(C(=O)CCCCCCCCCCNC(=O)Cn3cc(C[C@@H](C)O)nn3)CC2)n1
48*	Nc1cc(N)c(OCC(F)(F)F)cc1OCC(F)(F)F
-14	c1ccc2sc(N3CN(CCN4CCOCC4)CN(c4nc5ccccc5s4)C3)nc2c1
-7	C/C(=N\NC(=O)Cc1ccc(F)cc1)c1ccc(F)cc1
-9	CC(C(=O)N1CCCc2c1c(=O)oc1ccc(O)cc21)N1CCc2ccccc2C1 (stereo unspecified)
0	Cc1nn(Cc2c(Cl)cccc2Cl)c(C)c1NC(=O)c1cn(-c2ccccc2)nc1-c1ccccc1
7	COc1ccc(C(=O)Nc2cc(Cl)ccc2Cl)c(OC)n1
-21	CN1CCN(C(=O)CSc2nc(-c3cccs3)cc(-c3cccs3)c2C#N)CC1
-10	NCCCC[C@@H]1NC(=O)[C@H](CCC(=O)O)NC(=O)c2cc([N+](=O)[O-])cc(I)c2OCC[C@@H](C(N)=O)NC1=O
10	CCCn1nc(NC(=O)COC)c2cc3cc(C)ccc3nc21
5	Cc1cc2c(cc1C)N(C(=O)CCl)CC(=O)N2
-3	CCN1C(=O)[C@H]2[C@@H](c3ccc(-c4ccc(C(C)=O)cc4)cc3)N[C@@](C)(C(=O)OC)[C@H]2C1=O
-36	Cc1ccc(C2C(C#N)=C(N)SC(N)=C2C#N)c(C)c1
-18	COc1ccc2cc3cc(C(=O)NCCN4CCc5ccccc5C4)oc3nc2c1
9	CCOc1ccc2[nH]c3c(NCC(C)C)ncnc3c2c1
4	CCc1nn(CC(=O)NCCCN(C)C2CCCCC2)c(=O)c2cc3occc3n12
-13	COCCN1CCN(C(=O)c2cc(COc3cc(C)ccc3C)on2)CC1
11	CCN(CC)c1ccc(/C=C(\C#N)c2ccccn2)cc1
-6	COC(=O)C1=C(C)N(Cc2ccccc2)C(=NCCc2c[nH]c3ccccc23)N[C@H]1c1ccccc1
-18	CC(C)=C[C@@H]1C[C@H](C)[C@H]2CC[C@H](C)c3c(O[C@@H]4O[C@@H](C)[C@@H](O)[C@@H](O)[C@@H]4O)c(O)c(C)c1c32
-6	Cc1ccc(C(=O)Oc2ccc(C(=O)COC(=O)C3CC(=O)N(Cc4ccco4)C3)cc2)cc1 (stereo unspecified)
11	CCCCNc1c(-c2ccc(SC(C)CC)cc2)nc2cnccn12 (stereo unspecified)
-13	COC(=O)[C@@]1(Cc2ccccc2)[C@H]2C(=O)N(Cc3ccccc3)C(=O)[C@H]2[C@H]2CN=C(SCc3ccc(C)cc3)N21
-3	COc1cc2c(cc1OC)C(CC#N)=NC(C)(C)C2
4	CC(C)(C)NC(=O)C[C@H]1C[C@H](C(=O)N2CCOCC2)[C@@]2(C)c3[nH]c4cc(-c5ccco5)ccc4c3CCN2C1=O
23	CC1CCN(CCCCOc2ccc(F)cc2)CC1
-23	O=C(Cc1ccc(S(=O)(=O)N2CCOCC2)s1)Nc1ccc(S(=O)(=O)N2CCCCC2)cc1
-1	Cc1cc(OCC(=O)N2CCC(O)CC2)c2c(C)cc(=O)oc2c1
0	CC(=O)Nc1cccc(-c2cnc(N)c(C(=O)c3cccnc3)n2)c1
-14	COc1ccc(NC(=O)c2cc3n(n2)C(C(F)(F)F)CC(c2ccc4c(c2)OCO4)N3)cc1OC (stereo unspecified)
0	CC(C)n1c(/C=C/[C@H](O)C[C@H](O)CC(=O)O)c(-c2ccc(F)cc2)c2ccccc21
-16	N#Cc1c(NC2CCCCC2)nc(-c2ccco2)c2c1CCCC2
-1	CCn1c(C)nc2cc(C(=O)NNS(=O)(=O)c3ccc(C)c(C)c3)ccc21
1	COc1ccc(-c2ccc(C#N)c(SCC(=O)NCCc3ccccc3)n2)cc1OC

Look-ups from the results shown:
Cc1cc(OCC(=O)N2CCC(O)CC2)c2c(C)cc(=O)oc2c1 in HTRA1 inhibitor: -1
COc1ccc(-c2ccc(C#N)c(SCC(=O)NCCc3ccccc3)n2)cc1OC in HTRA1 inhibitor: 1
CC(C)(C)NC(=O)C[C@H]1C[C@H](C(=O)N2CCOCC2)[C@@]2(C)c3[nH]c4cc(-c5ccco5)ccc4c3CCN2C1=O in HTRA1 inhibitor: 4
CCCCNc1c(-c2ccc(SC(C)CC)cc2)nc2cnccn12 (stereo unspecified) in HTRA1 inhibitor: 11

(continued)
HTRA1 inhibitor	molecule
67*	CCC(C)Nc1ccc(NC(C)CC)cc1 (stereo unspecified)
3	O=C(Nc1cccc(S(=O)(=O)NC2=NCCC2)c1)c1cc(Cl)ccc1[N+](=O)[O-]
-150	C#CCOCCOCCOCCNc1nc(N2CCN(C(=O)CCCCCCCCCCNC(=O)[C@H]([C@@H](C)CC)n3cc(CCCCN=C(N)N)nn3)CC2)nc(N2CCN(C(=O)CCCCCCCCCCNC(=O)[C@H](CO)n3cc(CCCSC)nn3)CC2)n1
-2	CCCn1c(=O)n(C)c(=O)c2c(SCC(=O)NCc3ccco3)nc(C3CC3)nc21
15	Oc1cccc(N2Cc3ccccc3C2)c1
2	O=C(Nc1ccccc1O)c1cc(S(=O)(=O)N2CCOCC2)ccc1Cl
-11	CCCCC1=CC2=CC(=O)C(C)(OC(=O)CC)C(=O)C2=CN1CCOC (stereo unspecified)
10	CCOc1cccc2cc(C(=O)NCc3ccccc3)c(=N)oc12
13	C=CCNc1oc(-c2ccc(-c3ccccc3)cc2)nc1C#N
-3	O=C(CC(c1ccccc1)c1ccco1)N1CCCCC1 (stereo unspecified)
19	Cc1ccc(NS(=O)(=O)c2cc([N+](=O)[O-])ccc2NNC(=S)Nc2cccc(Cl)c2)c(C)c1
-4	CCOC(=O)C(C)n1cnc2c(nnn2-c2ccccc2)c1=O (stereo unspecified)
23	CCOc1ccc(-c2c(C(=O)N/N=C/c3ccc(C)s3)nnn2-c2nonc2N)cc1
5	N/C(Cc1cccc2ccccc12)=N\OC(=O)c1cccs1
-5	COc1ccc(NC(=O)Cn2c(-c3ccc(OC)cc3)cn(-c3ccc(C)cc3)c2=O)cc1
0	Cc1ccc(C(C2C(=O)CC(C)(C)CC2=O)C2C(=O)CC(C)(C)CC2=O)s1
5	CCOc1ccc(NC(=O)C(c2ccccn2)N(C(=O)CCl)c2ccc(OCC)cc2)cc1 (stereo unspecified)
-5	O=C(CN1CCN(C(=O)c2ccco2)CC1)Nc1cc(C(F)(F)F)ccc1Cl
18	CCOC(=O)CN1C=C(c2ccc3ccccc3n2)C(C[N+](=O)[O-])c2ccccc21 (stereo unspecified)
55*	O=C(Oc1c(Cl)cc(Cl)c2cccnc12)c1cccc([N+](=O)[O-])c1
-12	CN(Cc1ccccc1)C(=O)c1[nH]cnc1C(=O)N[C@@H](CCCCNC(=O)OC(C)(C)C)C(=O)OC(C)(C)C
-4	Cc1nc(SCc2nc3c([N+](=O)[O-])cccc3[nH]2)c2oc3ccccc3c2n1
4	COC(=O)c1c(=O)n(O)c2ccc(OC)cc2[n+]1[O-]
-8	O=C(COc1ccc2ccccc2c1Br)N1CCCCC1
-4	CCOc1ccc(NC(=O)Cn2cc(C(=O)CC)c3ccccc32)cc1
-9	COCCN1C(=O)N[C@@H](c2cccc(C(F)(F)F)c2)C(C(=O)OC)=C1C
3	CCOc1ccccc1NC(=O)Cn1c(=O)n(CCC(=O)NC2CCCC2)c(=O)c2ccccc21
-49	O=C1C(Cc2ccccc2)Nc2ncnc(N3CCc4ccccc4C3)c2N1Cc1ccc(Cl)cc1 (stereo unspecified)
47*	CCOc1ccc2nc3cc(N=Nc4ccc(N)nc4N)ccc3c(N)c2c1
-51	COc1cccc(Cn2nnc(C(=O)Nc3cc(C)ccc3OC)c2N)c1

A different layout for some results above.
> CCOc1ccccc1NC(=O)Cn1c(=O)n(CCC(=O)NC2CCCC2)c(=O)c2ccccc21
  HTRA1 inhibitor = 3

> O=C1C(Cc2ccccc2)Nc2ncnc(N3CCc4ccccc4C3)c2N1Cc1ccc(Cl)cc1 (stereo unspecified)
  HTRA1 inhibitor = -49

> CCOc1ccc2nc3cc(N=Nc4ccc(N)nc4N)ccc3c(N)c2c1
  HTRA1 inhibitor = 47*

> COc1cccc(Cn2nnc(C(=O)Nc3cc(C)ccc3OC)c2N)c1
  HTRA1 inhibitor = -51

(listing goes on)
HTRA1 inhibitor	molecule
6	CC(C)C[C@@H]1CN=C(N)N1C[C@@H]1CCCN1C[C@H](C)N1C[C@@H](Cc2ccccc2)N(CCc2ccc(Cl)c(Cl)c2)C1=N
3	COc1ccc(S(=O)Cc2ccc(C(=O)N3CCN(c4cccc(C)c4C)CC3)o2)cc1 (stereo unspecified)
-1	O=C(O)CSCC(=O)N1CCN(c2ccnc3cc(Cl)ccc23)CC1
21	Cc1ccc(O)c(C=Nc2cc(C)ccc2O)c1
-7	O=c1c2ccccc2ncn1Cc1ccc(Cl)cc1
3	COc1cc2[nH]c(=O)n(Cc3ccc(C(=O)N4CCC(N5CCCCC5)CC4)cc3)c(=O)c2cc1OC
2	Cc1ccc(S(=O)(=O)N(C(=O)c2ccncc2)c2ccc(OC(=O)c3ccncc3)c3ccccc23)c(C)c1
-22	N#Cc1cccc2c1-c1ccccc1/C2=N/NC(N)=S
-59	COc1cc(-c2nc(C(=O)NC3CCN(Cc4ccccc4)CC3)cc3c2[nH]c2ccccc23)cc(OC)c1OC
3	O=c1[nH]c2c(s1)C(c1cccnc1)C1C3CCC(C3)C1S2 (stereo unspecified)
-44	CCN(CC)c1ccc(-c2nn3c(-c4ccccc4OC)nnc3s2)cc1
-1	O=C(CCc1ccccc1)Nc1ccc2c(c1)C(=O)OC2
-40	Cc1ccc([C@H]2C(C(=O)O)=CC[C@@H](c3ccc(Cl)cc3)N2S(=O)(=O)c2ccccc2C)cc1
-28	CC1CCCCN1C(=O)c1cccc(NC2=C(Cl)C(=O)N(Cc3ccccc3)C2=O)c1 (stereo unspecified)
6	CCN(CC)CCOC(=O)C1c2ccccc2Oc2ccccc21

Some of these compounds in order of formula weight, largest number first:
HTRA1 inhibitor	molecule
-40	Cc1ccc([C@H]2C(C(=O)O)=CC[C@@H](c3ccc(Cl)cc3)N2S(=O)(=O)c2ccccc2C)cc1
-44	CCN(CC)c1ccc(-c2nn3c(-c4ccccc4OC)nnc3s2)cc1
6	CCN(CC)CCOC(=O)C1c2ccccc2Oc2ccccc21
21	Cc1ccc(O)c(C=Nc2cc(C)ccc2O)c1

More structures.
HTRA1 inhibitor	molecule
5	C[C@@H]1COC(=O)[C@H](NC(=O)OCC2c3ccccc3-c3ccccc32)C/C=C\C[C@@H](CC(=O)N(CCO)Cc2ccccc2)C(=O)N1
13	CCN(CC)c1ccc2cc(-c3nc4ccccc4[nH]3)c(=O)oc2c1
-8	O=c1c2ccccc2nc2n1CCN2Cc1ccc(Cl)cc1
-21	O=c1c2ccccc2oc2ccc(-c3ccc4cc[nH]c4c3)cc12
-10	COc1cccc(NC(=O)CCc2nc(-c3cccs3)no2)c1
-3	CSCCC(NS(=O)(=O)c1ccc(C)cc1)C(=O)NCCc1c[nH]c2ccccc12 (stereo unspecified)
2	O=C(NC1CCCC1)c1cc(COc2ccc3ncccc3c2)on1
-6	CC1=NOC(=O)/C1=C\c1ccc(-c2cccc(Cl)c2)o1
4	CCn1c(=O)c(CCC(=O)N2CCOCC2)c(C)c2c(C)nn(-c3ccccc3)c21
3	CC(=O)NC(CC(=O)O)C(=O)O (stereo unspecified)
1	COc1cc(/C=C2/C(=O)N=C(N)N2C)cc(OC)c1OC
-4	Cc1oc(-c2ccc(Cl)cc2)nc1CN1CCC(C(=O)NCc2ccco2)CC1
-3	CCCn1c(C2CCCN2c2nc(-c3ccc(OC)cc3)cs2)nc2ccccc21 (stereo unspecified)
2	CCCc1cc(-c2n[nH]c(=S)n2CC)c2ccccc2n1
-1	CC(NC(=O)CCC(=O)NC(C)C1COc2ccccc2O1)C1COc2ccccc2O1 (stereo unspecified)
-26	COc1ccc(C[C@H]2CN3C(=NC[C@@H]3Cc3ccccc3)N2CCNC(=O)c2ccc(C)c(Br)c2)cc1
2	CCOC(=O)/C(=C/Nc1ccc(F)c(F)c1)[N+](=O)[O-]
-10	CCOC(=O)CC1C(=O)NCCN1c1nc2ccc(C)cn2c(=O)c1/C=C1\SC(=S)N(CC(C)C)C1=O (stereo unspecified)
10	CC(=O)Oc1cccc(N2C(=O)c3ccc(C(=O)Nc4c[nH]c(=O)[nH]c4=O)cc3C2=O)c1
3	Cc1ccc(CCNC(=O)c2cccc(N3CCCC3=O)c2)cc1
0	O=C(c1ccc(OC2CCN(CCO)CC2)cc1)N1CCCC1
21	CCCCC1=CC2=C(c3ccco3)C(=O)C(C)(OC(=O)c3ccc(OC)cc3)C(=O)C2=CN1Cc1ccc2c(c1)OCO2 (stereo unspecified)
11	CC(C)(C)C(=O)NC(=S)NNC(=O)c1sc2ccccc2c1Cl
9	Cc1ccc(/C=c2\sc3nc(-c4ccco4)nn3c2=O)o1
-12	CCc1ccccc1Nc1nc(N)nc(COC(=O)CCC(=O)c2ccc(F)cc2)n1
6	Cc1nnc(-c2ccc(N3CCOCC3)c([N+](=O)[O-])c2)o1
-12	CCCCCCSc1cc(-c2nc3cnccn3c2NCc2ccccc2)ccc1OC
4	O=C(COC(=O)C1=Cc2ccccc2OC1)NCc1ccc(F)cc1
-16	CCOC(=O)Cn1nc(-c2ccc(F)cc2)cc(Cc2ccccc2)c1=O
